Compound activity as filed in PubChem.
MazEF act – increases E. coli MazEF RNase cleavage of RNA; actives 0.32% (n = 350,000); activation, % at 20 µM; P0AE70; FAM/BHQ RNA-DNA oligo cleavage fluorescence, 5 h; in the data active = activation above about 50%
Target sequence (P0AE70 whole entry, looked up): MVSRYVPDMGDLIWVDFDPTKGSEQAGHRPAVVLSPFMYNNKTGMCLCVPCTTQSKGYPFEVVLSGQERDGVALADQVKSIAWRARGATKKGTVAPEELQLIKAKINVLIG
GDH-TPI counter – GDH-TPI coupled enzyme inhibition counter-screen; GDH-TPI coupled enzyme counterscreen, NADH absorbance; inhibition, % at 4.8 µM; actives 1.2% (n = 360,000); AID 588335; in the data active = inhibition above about 30%;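 note: 0% = DMSO wells and 100% = wells lacking the enzyme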
SARS 3CLpro inh – SARS-CoV 3CLpro protease inhibition; P0C6X7; recombinant SARS-CoV 3CLpro, quenched FRET peptide cleavage; inhibition, % at 6 µM; actives 0.14% (n = 290,000); AID 1706; in the data active = inhibition above about 12%
PriA SSB inh – blocks PriA binding to SSB C-terminal tail; AlphaScreen SSBct-PriA binding, biotinylated peptide; inhibition, % at 33 µM; actives 0.6% (n = 430,000); in the data active = inhibition mostly above about 37%, no sharp cut-off; inactive = mostly below about 20%;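 note: plate controls were negative control peptide for no effect and reference peptide for full effect; strong numbers were not always called active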
Mtb FBA inh – inhibits M. tuberculosis FBA enzyme | actives 2.3% (n = 360,000) | inhibition, % at 1 µM | purified M. tuberculosis FBA, fluorescence read-out | AID 588726; in the data active = inhibition above about 27%;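 note: 0% = vehicle and 100% = reference inhibitor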
Target sequence (P9WQA3 whole entry, looked up): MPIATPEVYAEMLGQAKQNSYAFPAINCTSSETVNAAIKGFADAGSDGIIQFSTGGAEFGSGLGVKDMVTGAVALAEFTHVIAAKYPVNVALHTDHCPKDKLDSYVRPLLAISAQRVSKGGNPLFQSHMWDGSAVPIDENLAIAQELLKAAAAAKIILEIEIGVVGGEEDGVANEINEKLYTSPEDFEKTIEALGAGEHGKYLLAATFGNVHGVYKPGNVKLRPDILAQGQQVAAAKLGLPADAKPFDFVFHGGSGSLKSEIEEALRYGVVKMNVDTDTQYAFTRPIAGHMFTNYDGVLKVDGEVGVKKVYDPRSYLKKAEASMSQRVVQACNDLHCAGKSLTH
UGM FP inh – blocks M. tuberculosis UGM enzyme | P9WIQ1 | actives 0.06% (n = 320,000) | inhibition, % at 10 µM | purified UGM, fluorescence polarization probe displacement; in the data active = inhibition above about 10%, passing the limit was not always enough
Mtb BioA inh – inhibitors of Mycobacterium tuberculosis BioA enzyme | purified M. tuberculosis BioA enzyme, plate reader | inhibition, % at 9.99 µM | actives 0.096% (n = 360,000) | AID 602481; in the data active = inhibition above about 40%
Rv3671c protease – Rv3671c (M. tuberculosis) protease inhibition | P9WHR9 | inhibition, % at 5.96 µM | actives 0.048% (n = 320,000) | AID 2606; in the data active = inhibition above about 38%;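 note: extracellular domain of Rv3671c used as enzyme; 0% = enzyme with DMSO and 100% = no enzyme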
Target sequence (P9WHR9 whole entry, looked up, the tested form may be a part): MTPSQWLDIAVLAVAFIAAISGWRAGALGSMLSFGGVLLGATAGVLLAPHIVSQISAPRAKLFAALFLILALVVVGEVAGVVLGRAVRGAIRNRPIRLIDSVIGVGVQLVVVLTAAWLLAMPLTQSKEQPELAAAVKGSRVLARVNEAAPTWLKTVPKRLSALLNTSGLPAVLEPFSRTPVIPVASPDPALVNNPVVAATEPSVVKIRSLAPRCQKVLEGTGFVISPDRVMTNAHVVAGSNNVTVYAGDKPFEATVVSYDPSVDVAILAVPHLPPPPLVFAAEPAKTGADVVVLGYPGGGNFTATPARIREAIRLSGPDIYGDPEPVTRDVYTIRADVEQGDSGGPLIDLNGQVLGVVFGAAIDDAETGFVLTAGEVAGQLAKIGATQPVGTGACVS
BH1578 lux ind – inducers of Vibrio cholerae quorum light production without autoinducers; V. cholerae BH1578 lux reporter, luminescence, 6 h; AID 588436; activation, % at 18.7 µM; actives 0.16% (n = 350,000); in the data active = activation mostly above about 9.7%, no sharp cut-off; note: not every result past the cut was called active; inactives centre near 0; reference of the scale not given here
DUSP3 inh – blocks human VHR1 dual specificity phosphatase; recombinant VHR phosphatase, pNPP absorbance; AID 1654; inhibition, % at 13.3 µM; P51452; actives 0.52% (n = 290,000); in the data active = inhibition above about 50%; note: some compounds called inactive have numbers as strong as hits
Target sequence (P51452 whole entry, looked up): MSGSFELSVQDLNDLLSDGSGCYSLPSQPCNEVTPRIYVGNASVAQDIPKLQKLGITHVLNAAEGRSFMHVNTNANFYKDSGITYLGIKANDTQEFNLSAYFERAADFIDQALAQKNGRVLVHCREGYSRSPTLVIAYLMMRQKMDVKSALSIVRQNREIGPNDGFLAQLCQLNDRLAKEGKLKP
* = called active by the depositor; i = inactive; x = no result given. An excerpt; rates above refer to the full screens.

SMILES	MazEF act	GDH-TPI counter	SARS 3CLpro inh	PriA SSB inh	Mtb FBA inh	UGM FP inh	Mtb BioA inh	Rv3671c protease	BH1578 lux ind	DUSP3 inh
CC(C)COc1cccc(-c2cc(C(=O)N/N=C/c3ccncc3)c3ccccc3n2)c1	-2	4	-1	x	1	1.8	-3.4	x	-0.2	13
COc1ccc(N2C(=O)CC(Cc3ccccc3)C2=O)cc1 (configuration not stated)	0	-6	6	-16	-2	-4.2	-3.2	1	-0.3	-1
FC(F)Oc1ccc(NC(=S)Nc2ccc3cn[nH]c3c2)cc1	11	-1	-5	-10	6	2.0	-1.4	2	-0.4	1
O=C1c2ccccc2C(=O)N1CCCn1ccnc1	-7	3	-3	-11	3	0.0	-1.4	3	i	16
Cc1onc(-c2c(Cl)cccc2Cl)c1C(=O)N(C)Cc1ccccc1	7	0	1	-9	0	1.3	0.3	8	-1.3	5
Cn1c(CCNC(=O)c2cc(COc3ccc(F)c(F)c3)on2)nc2ccccc21	0	2	0	-3	-1	-0.2	-0.1	-5	-0.3	24
Cc1cc(C)cc(-c2nnc(SCC(=O)NCc3cccs3)o2)c1	-3	-1	-3	0	0	-2.6	-4.0	-6	-4.2	-6
OC[C@@H]1CN(Cc2ccc(F)cc2)C[C@H](n2cnc3c(NCc4ccncc4)ncnc32)O1	x	8	x	x	-2	x	1.3	x	-0.3	x
COc1cccc(NC(=O)COC(=O)/C=C/c2ccc(Cl)cc2Cl)c1	-1	-6	1	8	-1	6.0	x	-12	-0.2	2
O=C(/C=C/c1ccccc1)Nc1cccc(C(=O)NCCc2ccccc2)c1	3	7	x	-10	-2	x	-0.1	x	i	x
CCCCOc1ccc(NC(=O)CN2CCN(C(=O)OCC)CC2)cc1	-9	-1	-5	-2	4	0.4	1.6	2	0.3	38
CCn1nc(C)cc1C(=O)Sc1ccc(C)cc1	5	-6	2	-11	-3	-2.1	x	-7	-0.7	-12
CCCCCCCNC1=CC(=O)CC(c2ccccc2)C1 (configuration not stated)	-4	0	7	-13	3	0.8	1.3	-2	2.3	30
COc1ccc(N2CCN(C(=O)Cn3cnc4c(cnn4-c4ccccc4)c3=O)CC2)cc1	-8	-1	2	-4	-1	-1.7	-0.6	-7	-2.7	11
CC1OC23CCCCC2C(C#N)(C(=N)O3)C1(C#N)C#N (configuration not stated)	-3	3	5	-6	22	1.4	x	-2	0.3	18
O=C(NCc1cccnc1)c1ccc2sc([C@H]3C[C@H](O)[C@@H](CO)O3)nc2c1	x	5	x	x	-3	x	-0.1	x	-0.3	x
COc1cc(/C=N/NC(=O)c2nonc2C)ccc1O	5	14	-1	x	3	-0.1	-0.1	11	i	14
O=S(=O)(c1ccccc1)N(Cc1ccccn1)Cc1ccccn1	6	1	-1	-12	-1	1.8	-1.9	-5	i	36
CCN1/C(=C/C(=S)Nc2ccccc2)Sc2ccccc21	1	9	3	0	-1	4.0	x	2	-0.6	25
COc1ccc(Br)c(Cn2c(C)c(C(=O)NCc3ccc4c(c3)OCCO4)sc2=O)c1	x	3	x	x	0	x	-1.1	x	-1.0	x

Given field by field: entries from further up
Cc1cc(C)cc(-c2nnc(SCC(=O)NCc3cccs3)o2)c1
- MazEF act = -3
- GDH-TPI counter = -1
- SARS 3CLpro inh = -3
- PriA SSB inh = 0
- Mtb FBA inh = 0
- UGM FP inh = -2.6
- Mtb BioA inh = -4.0
- Rv3671c protease = -6
- BH1578 lux ind = -4.2
- DUSP3 inh = -6

OC[C@@H]1CN(Cc2ccc(F)cc2)C[C@H](n2cnc3c(NCc4ccncc4)ncnc32)O1
- MazEF act = x
- GDH-TPI counter = 8
- SARS 3CLpro inh = x
- PriA SSB inh = x
- Mtb FBA inh = -2
- UGM FP inh = x
- Mtb BioA inh = 1.3
- Rv3671c protease = x
- BH1578 lux ind = -0.3
- DUSP3 inh = x

CCCCOc1ccc(NC(=O)CN2CCN(C(=O)OCC)CC2)cc1
- MazEF act = -9
- GDH-TPI counter = -1
- SARS 3CLpro inh = -5
- PriA SSB inh = -2
- Mtb FBA inh = 4
- UGM FP inh = 0.4
- Mtb BioA inh = 1.6
- Rv3671c protease = 2
- BH1578 lux ind = 0.3
- DUSP3 inh = 38

Additional structures follow.
SMILES	MazEF act	GDH-TPI counter	SARS 3CLpro inh	PriA SSB inh	Mtb FBA inh	UGM FP inh	Mtb BioA inh	Rv3671c protease	BH1578 lux ind	DUSP3 inh
NC(N)=Nc1nc2cc([N+](=O)[O-])ccc2o1	2	3	2	-1	-2	-2.3	x	0	x	22
CN=C(C[N+](=O)[O-])NCCSCc1ccc(CN(C)C)o1	-1	6	x	-14	-2	x	-1.3	2	i	x
Cc1cc(NC(=O)c2cnn3cccnc23)n(-c2ccccc2)n1	-6	3	-2	-5	0	-0.6	0.1	-6	-1.4	-11
CSc1ccc(C2N=C(c3ccccc3)NO2)cc1 (configuration not stated)	-9	-4	-2	-17	4	1.0	-1.9	-5	0.2	11
CN1C(=O)c2c(sc3c2CCCC3)NC1c1ccccc1O (configuration not stated)	x	x	-2	x	x	0.8	x	6	x	2
Cc1cc(Br)ccc1NC(=S)N1CCOCC1	3	-8	1	4	2	1.2	1.0	3	-1.0	23
COC(=O)[C@@]1(Cc2ccccc2)[C@H]2C(=O)N(C)C(=O)[C@H]2[C@H]2CN=C(SCc3ccc(Cl)cc3)N21	0	-2	x	-4	-3	x	0.3	x	i	x
COc1ccc(/C=N/n2c(-c3n[nH]c4c3CCC4)n[nH]c2=S)c(OC)c1OC	1	12	-3	x	3	1.2	x	-3	-0.8	17
Cc1cccc(C)c1NC(=O)C(=O)NCCCN1CCOCC1	9	8	3	-3	-3	-1.4	x	-13	i	-4
O=C(NCc1ccccn1)c1ccc(Cl)cc1Cl	4	-4	0	-10	-1	0.2	x	-3	-0.2	5
CN(C)S(=O)(=O)c1cc(NC(=O)CN2CCc3ccccc32)ccc1Cl	-17	15	3	-13	0	1.4	x	-41	-0.3	0
COC(=O)c1ccc(C2/C(=C(/O)c3ccc4c(c3)CC(C)O4)C(=O)C(=O)N2Cc2ccncc2)cc1 (configuration not stated)	0	20	1	x	8	-2.5	14	-5	-0.4	22
CCn1c(COc2ccccc2)nnc1SCC(=O)Nc1cc(OC)ccc1OC	-2	9	2	-6	1	3.4	19	4	-0.6	23
CC(C)(C)OC(=O)N1CCOCCOCCN(C(=O)OC(C)(C)C)CCOCC1	-4	4	-5	0	0	0.3	-0.3	-6	-2.9	26
CC(=O)N1CCN(C(=O)CCc2c[nH]c3ccccc23)CC1	6	-1	2	1	2	0.7	0.2	-4	-5.6	-2
COc1ccccc1CCNC(=O)c1cc(-c2ccccn2)nc2ccc(Br)cc12	x	x	1	x	x	-2.9	x	-1	x	21
O=C1C2CCCN2C(=S)N1Cc1ccccc1 (configuration not stated)	7	4	2	-15	2	-2.6	x	5	-0.2	24
O=C(Nc1ccccc1Br)c1cc[n+]([O-])cc1	6	3	-1	-9	-1	-0.7	x	-2	-0.2	21
O=C(O)C(=O)Nc1ccc(NC(=O)C(c2ccccc2)c2ccccc2)cc1	-2	-12	7	-6	0	0.9	-0.3	x	i	2
O=C1N=C(N2CCN(c3ccccc3)CC2)S/C1=C/c1ccco1	8	34*	2	6	-1	-0.2	30	0	-0.3	13

Not a retest: an excerpt of the list.
SMILES	MazEF act	GDH-TPI counter	SARS 3CLpro inh	PriA SSB inh	Mtb FBA inh	UGM FP inh	Mtb BioA inh	Rv3671c protease	BH1578 lux ind	DUSP3 inh
CSc1ccc(C2N=C(c3ccccc3)NO2)cc1 (configuration not stated)	-9	-4	-2	-17	4	1.0	-1.9	-5	0.2	11
CN1C(=O)c2c(sc3c2CCCC3)NC1c1ccccc1O (configuration not stated)	x	x	-2	x	x	0.8	x	6	x	2
Cc1cc(Br)ccc1NC(=S)N1CCOCC1	3	-8	1	4	2	1.2	1.0	3	-1.0	23
COC(=O)[C@@]1(Cc2ccccc2)[C@H]2C(=O)N(C)C(=O)[C@H]2[C@H]2CN=C(SCc3ccc(Cl)cc3)N21	0	-2	x	-4	-3	x	0.3	x	i	x
COc1ccc(/C=N/n2c(-c3n[nH]c4c3CCC4)n[nH]c2=S)c(OC)c1OC	1	12	-3	x	3	1.2	x	-3	-0.8	17
Cc1cccc(C)c1NC(=O)C(=O)NCCCN1CCOCC1	9	8	3	-3	-3	-1.4	x	-13	i	-4
O=C(NCc1ccccn1)c1ccc(Cl)cc1Cl	4	-4	0	-10	-1	0.2	x	-3	-0.2	5
CN(C)S(=O)(=O)c1cc(NC(=O)CN2CCc3ccccc32)ccc1Cl	-17	15	3	-13	0	1.4	x	-41	-0.3	0
COC(=O)c1ccc(C2/C(=C(/O)c3ccc4c(c3)CC(C)O4)C(=O)C(=O)N2Cc2ccncc2)cc1 (configuration not stated)	0	20	1	x	8	-2.5	14	-5	-0.4	22
CCn1c(COc2ccccc2)nnc1SCC(=O)Nc1cc(OC)ccc1OC	-2	9	2	-6	1	3.4	19	4	-0.6	23
CC(C)(C)OC(=O)N1CCOCCOCCN(C(=O)OC(C)(C)C)CCOCC1	-4	4	-5	0	0	0.3	-0.3	-6	-2.9	26
CC(=O)N1CCN(C(=O)CCc2c[nH]c3ccccc23)CC1	6	-1	2	1	2	0.7	0.2	-4	-5.6	-2
COc1ccccc1CCNC(=O)c1cc(-c2ccccn2)nc2ccc(Br)cc12	x	x	1	x	x	-2.9	x	-1	x	21

Later entries:
SMILES	MazEF act	GDH-TPI counter	SARS 3CLpro inh	PriA SSB inh	Mtb FBA inh	UGM FP inh	Mtb BioA inh	Rv3671c protease	BH1578 lux ind	DUSP3 inh
Cn1c(SCC(=O)OCc2ccccc2)nnc1-c1ccco1	-3	11	4	-12	-5	2.1	-2.6	1	-0.3	18
C(#Cc1ccccc1)C[N+]1(CC#Cc2cccc3ccccc23)CCOCC1	19	-4	-2	0	2	x	x	x	-0.3	14
O=C(O)c1ccc2c(c1)OCCCO2	8	1	6	2	-1	-0.2	-0.2	-4	-0.3	9
Cc1ccc(NC(=O)c2sc3ncn(CC(=O)N4CCN(c5ccccn5)CC4)c(=O)c3c2C)cc1F	-2	4	-3	-6	0	1.4	1.9	-12	i	6
CN(C(=O)CCc1nnc(-c2ccc(-c3ccccc3)cc2)o1)C1CCOCC1	4	9	0	0	11	-2.9	-6.5	3	i	19
CC[C@@]1(C(=O)OC)N[C@H](CN(C)S(=O)(=O)c2ccc(-c3ccccc3)cc2)[C@@H]2C(=O)N(C)C(=O)[C@@H]21	1	1	x	3	3	2.5	-0.2	6	i	x
COc1ccccc1-c1cc(C(F)(F)F)nc(S(=O)(=O)CCCC(=O)NCc2ccc(F)cc2)n1	0	-3	1	-10	2	3.3	x	4	-0.3	19
CC(=O)Nc1ccc(NC(=O)C2CC(=O)N(c3ccc(Cl)cc3)C2)cc1 (configuration not stated)	2	7	5	-2	-1	-1.9	-0.6	3	x	11
COC(=O)C(NS(=O)(=O)c1ccccc1Cl)c1ccccc1 (configuration not stated)	-5	5	0	3	6	-2.1	x	-7	i	21
Cc1cccc(C)c1Oc1nc(-c2ccccc2)ncc1S(=O)(=O)c1ccccc1	2	4	2	-4	4	4.7	x	-3	i	14
COc1ccc2oc(C(=O)OCC(=O)N(C)CC(=O)Nc3ccc(F)cc3)c(C)c2c1	5	-1	x	-7	27	-0.1	x	-21	-2.8	x
O=C(c1ccccc1)C1CN(Cc2ccccc2)CCC1(O)c1ccccc1 (configuration not stated)	-2	-8	-6	5	1	-6.2	-0.5	7	-0.1	12
Cc1cc(C(F)(F)F)nn2cnnc12	7	-3	-2	-5	7	-2.5	x	0	0.0	17
Nc1nc(SCC(=O)Nc2cccnc2Cl)n[nH]1	-1	4	4	3	5	1.9	x	6	0.0	17
c1ccc2c(c1)[nH]c1c(N3CCSCC3)ncnc12	1	25	-6	2	6	-0.6	5.4	1	i	x
